From PubChem
GLS inh = blocks human kidney-isoform glutaminase activity; AID 624170; 0.21% of 410,000 active; O94925; Potency, µM (top dose mostly 45.5 µM), inactives show top-dose activity change, negative = inhibition, usual class: inhibitors; GLS enzymatic activity, qHTS titration; note: potency is the fitted concentration of half-maximal effect; % is set by controls: 0 for no effect and ±100 for the full control effect
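Glutamate formation by hKGA was monitored fluorometrically using coupled glutamate oxidase, HRP and Amplex Red. Substrate was added as 1 mM L-glutamine solution; incubation was 30 min at RT after an initial read.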
Pin1 inhibitor = inhibitors of human Pin1. Pin1 FP peptide displacement, HiFluor488, 10 min. Potency, µM (doses to about 115 µM), without a hit: top-dose activity, negative = inhibition, hits mostly inhibitors. 0.009% of 390,000 active. AID 504891; active = well fitted inhibition curve with a large enough effect in the polarisation, with a control signal flat, not every such curve was filed as active; inconclusive = small, poorly fitted or top-dose-only effect, or effect the other way, or a change in a side signal; inactive = no such curve, though single readings can be large or run the other way; the % refers to the polarisation; note: potency is the fitted concentration of half-maximal effect; % is set by controls: 0 for no effect and ±100 for the full control effect
Target sequence (Q13526 whole entry, looked up): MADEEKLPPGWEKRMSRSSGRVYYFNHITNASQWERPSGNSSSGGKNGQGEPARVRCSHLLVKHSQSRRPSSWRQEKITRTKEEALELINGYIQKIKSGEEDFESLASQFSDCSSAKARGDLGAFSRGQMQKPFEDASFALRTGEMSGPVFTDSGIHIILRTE
G9a block = blocks human histone lysine methyltransferase G9a; Q96KQ7; G9a H3K9 monomethylation, AlphaScreen, 2 h; Potency, µM (top dose mostly 102 µM), for the others: top-dose activity, negative = inhibition, actives largely listed as inhibitors; 8.8% of 350,000 active; AID 504332; note: potency is the fitted concentration of half-maximal effect; % is set by controls: 0 for no effect and ±100 for the full control effect; nearly all actives have a fitted effect of over 75% in size
Target sequence (Q96KQ7 913-1193 limits assumed): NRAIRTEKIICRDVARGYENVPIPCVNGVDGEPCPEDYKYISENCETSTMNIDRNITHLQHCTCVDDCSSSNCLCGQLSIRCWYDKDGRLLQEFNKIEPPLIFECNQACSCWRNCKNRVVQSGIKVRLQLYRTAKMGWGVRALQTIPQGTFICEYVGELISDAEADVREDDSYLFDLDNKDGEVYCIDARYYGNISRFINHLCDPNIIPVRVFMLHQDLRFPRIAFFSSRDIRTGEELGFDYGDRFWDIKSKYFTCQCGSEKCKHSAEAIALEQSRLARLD
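Compounds were preincubated with 20 nM G9a for 15 min, after which biotinylated H3K9 peptide (500 nM) and SAM (20 uM) started a 2 h room-temperature reaction. Monomethylated product was quantified by antibody-based AlphaScreen chemiluminescence.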
PGK inhibitor = inhibitors of T. brucei phosphoglycerate kinase. P07378. PGK/GAPDH coupled, Kinase-Glo luminescence, 60 min. Potency, µM (highest dose often 57.5 µM), for the others: at the highest dose activity change, negative = inhibition, usual class: inhibitors. 0.043% of 380,000 active. AID 602233; note: potency is the fitted concentration of half-maximal effect; % is set by controls: 0 for no effect and ±100 for the full control effect; nearly all actives have a fitted effect of over 60% in size
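Luminescent ATP detection (Kinase-Glo Plus) follows a 60-minute room-temperature incubation, with wells lacking PGK as controls. Buffer: 100 mM TEA (pH 7.6), 5 mM MgCl2, 0.01% Tween-20. Coupling enzyme GAPDH (100 nM final) supplies unstable 1,3-BPG in-well.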
ERG Ets-DNA blk = inhibitors of human ERG Ets domain-DNA interaction | fluorescence polarization, His-ERG Ets domain / labelled DNA | Potency, µM (doses to about 76.9 µM), for inactives: at the highest dose FP activity, negative = inhibition, most hits filed as inhibitors | P11308 | 0.028% of 370,000 active; active = well fitted inhibition curve with a large enough effect in the polarisation, with a control signal flat; inconclusive = small, poorly fitted or top-dose-only effect, or effect the other way, or a change in a side signal; inactive = no such curve, though single readings can be large or run the other way; the % refers to the polarisation;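 note: polarization taken with two DNA probes labelled with fluorescein and Texas red; potency is the fitted concentration of half-maximal effect; % of control where 0% means no effect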
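His-tagged ERG Ets domain (1 uM in the protein solution; 300mM KCl, 50mM Tris-HCl, 1mM EDTA, 1mM DTT, pH 7.5) received compound, then a probe mix of 5 nM fluorescein-DNA and 100nM Texas-615-DNA. Fluorescence polarization was read for both dyes.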
JMJD2A Tudor = JMJD2A Tudor domain (human) inhibition; O75164; AlphaScreen JMJD2A-Tudor / H3K4me3 peptide binding; Potency, µM (top dose mostly 114 µM), without a hit: at the highest dose activity change, negative = inhibition, actives largely listed as inhibitors; 4.4% of 390,000 active; note: potency is the fitted concentration of half-maximal effect; % is set by controls: 0 for no effect and ±100 for the full control effect; nearly all actives have a fitted effect of over 50% in size
PI4K2A inh = blocks human PI4K2A kinase activity; activity change, negative = inhibition, % at 76.9 µM; purified PI4K2A, ADP-Glo luminescence, 1 h; hits give low values; AID 1346378; 0.13% of 420,000 active; Q9BTU6; in the data active = activity change below about -50%; inconclusive = mostly about -30% to -49%;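 note: -100% = wells without enzyme as full effect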
Target sequence (Q9BTU6 whole entry, looked up): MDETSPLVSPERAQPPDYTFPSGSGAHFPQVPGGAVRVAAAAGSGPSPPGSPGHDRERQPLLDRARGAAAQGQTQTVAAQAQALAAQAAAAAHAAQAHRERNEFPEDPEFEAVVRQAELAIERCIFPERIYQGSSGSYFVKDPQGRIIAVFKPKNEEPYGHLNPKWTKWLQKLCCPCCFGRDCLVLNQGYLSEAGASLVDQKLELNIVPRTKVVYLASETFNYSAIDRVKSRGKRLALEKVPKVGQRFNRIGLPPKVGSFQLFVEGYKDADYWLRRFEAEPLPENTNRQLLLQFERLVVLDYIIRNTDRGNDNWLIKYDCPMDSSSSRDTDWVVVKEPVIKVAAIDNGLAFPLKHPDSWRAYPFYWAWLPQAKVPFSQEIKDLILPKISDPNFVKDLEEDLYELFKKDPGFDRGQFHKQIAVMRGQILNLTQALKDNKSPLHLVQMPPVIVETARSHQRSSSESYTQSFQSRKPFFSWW
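ADP-Glo luminescence measured ADP generated by PI4K2A enzyme (4 ug/mL before mixing) with 1.2 mM PI substrate (pre-mix) and 300 microM ATP (pre-mix). Tris pH7.5 buffer with MgCl2, Triton X-100; 1 h reaction at ambient temperature.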
BAZ2B inh = inhibitors of human BAZ2B bromodomain; Q9UIF8; AlphaScreen BAZ2B-H3K14Ac peptide displacement; Potency, µM (top dose mostly 114 µM), without a hit: top-dose activity change, negative = inhibition, actives largely listed as inhibitors; 4.4% of 360,000 active; note: potency is the fitted concentration of half-maximal effect; % is set by controls: 0 for no effect and ±100 for the full control effect; nearly all actives have a fitted effect of over 60% in size
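Multi-concentration screen (max 110 uM) measuring displacement of acetylated histone H3 peptide from BAZ2B by AlphaScreen, using 50 nM protein, 50 nM peptide and 10 ug/mL streptavidin donor plus Ni-chelate acceptor beads.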
HP1b binding inh = inhibitors of HP1-beta chromodomain binding to methylated histone tails; P83916; AlphaScreen HP1-beta / biotin-H3K9me3 peptide binding; Potency, µM (top dose mostly 114 µM), for the others: at the top dose activity change, negative = inhibition, actives largely listed as inhibitors; 0.56% of 390,000 active; AID 540317; note: potency is the fitted concentration of half-maximal effect; nearly all actives have a fitted effect of over 70% in size; inactives centre near 23
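AlphaScreen: HP1-beta (50 nM) preformed 30 min with biotin-H3(1-18)K9me3 peptide (50 nM) in PBS pH 7.4, 0.01% Tween-20. Compound added for 30 min at RT, then streptavidin donor/nickel chelate acceptor beads (10 ug/mL) for 30 min.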
* marks the source's active call; other numbers are inactive results; i = inactive; ? = inconclusive; nt = not tested or not shown; [ ] = another dose, or the depositor's remark. Unless noted, calls come from the whole dose curve; as a rule, active = well fitted curve in the direction sought with a large enough effect; inconclusive = small, poorly fitted or top-dose-only effect, or another doubt; inactive = no such curve, though single readings can be large; an effect the other way counts as inactive or inconclusive.

cpd	Structure	GLS inh	Pin1 inhibitor	G9a block	PGK inhibitor	ERG Ets-DNA blk	JMJD2A Tudor	PI4K2A inh	BAZ2B inh	HP1b binding inh
1	CC(NC(=O)/C=C/c1ccc(Br)cc1)c1ccc(Cl)cc1 (stereo unspecified)	-5.2%	-0.4%	7.5%	9.6%	-8.1%	2.1%	3.0	8.0%	34.7%
2	CC1(C)CC(=O)C(N=Nc2cccnc2)=C(O)C1	-4.6%	-2.5%	?	-2.6%	-5.3%	35.5µM*	-1.2	-5.8%	3.7%
3	CCOc1ccc(-n2c(=O)c3c(C)c(C)sc3n(CC(=O)NCc3ccco3)c2=O)cc1	-2.9%	8.0%	10.6%	-14.9%	-2.7%	-19.9%	2.4	10.9%	8.6%
4	Cc1cc(C)c(NC(=O)CN2C(=O)C3(SCC(=O)N3c3ccc(F)cc3)c3ccccc32)c(C)c1 (stereo unspecified)	4.9%	1.3%	-6.2%[59 µM]	4.5%	-11.1%	-6.1%	4.3	4.6%[57.1 µM]	20.2%
5	Cc1cccc(C)c1Nc1c(-c2ccsc2)nc2ccccn12	19.0%	2.6%	14.1µM*	3.7%	0.2%	44.7µM*	2.3	?	?
6	CCOC(=O)c1ccc(N2C(=O)c3[nH]nc(-c4ccc(OC)cc4)c3C2c2ccccc2Cl)cc1 (stereo unspecified)	9.0%	-8.4%	5.1%[59 µM]	-1.4%	-7.2%	-26.3%	-5.3	nt	9.5%
7	O=C(Cc1ccc(-c2ccccc2)cc1)NC(c1ccccc1)c1ccccc1	-16.5%	?	7.08µM*	1.8%	-14.2%	-3.7%	-3.6	-16.5%	-20.4%
8	CNC(=O)c1c(NC(=O)Cc2coc3ccc(OC)cc23)sc2c1CCCC2	1.5%	14.7%	-46.3%[59 µM]	1.1%	1.5%	-15.4%	0.7	-15.1%	17.1%
9	CCOc1ccc2c(c1)c(N=Nc1cccc(C(=O)O)c1)c(O)n2C	7.6%	-6.7%	?	-6.7%	1.6%	?	-6.4	?	-20.9%
10	COc1ccccc1CN(C)C(=O)c1ccccc1Sc1ccccc1C#N	-0.4%	4.1%	52.3%[activator]	-2.0%	-15.5%	-9.6%	-2.3	-22.9%	42.9%
11	OCC[C@@H]1C[C@@H](O)[C@H](O)[C@]2(OCCCc3ccccc32)O1	-24.4%	-6.5%	15.7%	-3.7%	-6.0%	-10.7%	3.4	2.3%	36.6%
12	CCOc1c2ccc(C(=O)N[C@H](C)C3CCCCC3)cc2nn1CCOC	-1.4%	5.3%	7.3%[59 µM]	6.7%	-8.2%	-11.4%	-0.4	-3.2%	31.0%
13	CCOc1ccc(N)c(SSc2cc(OCC)ccc2N)c1	-14.1%	3.0%	0.562µM*	-8.2%	1.1%	12.6µM*	-22.2	31.6µM*	17.8µM*
14	O=C(NC(=S)NCC1CCCO1)c1cccc([N+](=O)[O-])c1 (stereo unspecified)	-1.3%	-3.0%	-6.5%[59 µM]	i	-15.6%	-10.0%	-2.1	-2.8%	23.9%
15	CC(C)NC(=O)c1cc(-c2ccc3c(c2)OCO3)on1	-1.3%	5.0%	48.8%[activator]	?	38.6%[activator]	9.8%	2.7	12.0%	21.9%
16	O=C(CSCCc1ccccn1)Nc1ccc(Br)cn1	0.8%	2.2%	48.5%[59 µM]	4.1%	-10.1%	-7.2%	-2.7	-1.5%	10.7%

Compound profiles, as listed above. Order of screens: GLS inh | Pin1 inhibitor | G9a block | PGK inhibitor | ERG Ets-DNA blk | JMJD2A Tudor | PI4K2A inh | BAZ2B inh | HP1b binding inh
O=C(NC(=S)NCC1CCCO1)c1cccc([N+](=O)[O-])c1 (stereo unspecified) across the screens: -1.3% | -3.0% | -6.5%[59 µM] | i | -15.6% | -10.0% | -2.1 | -2.8% | 23.9%
CCOc1ccc(N)c(SSc2cc(OCC)ccc2N)c1 across the screens: -14.1% | 3.0% | 0.562µM* | -8.2% | 1.1% | 12.6µM* | -22.2 | 31.6µM* | 17.8µM*

(cont.)
cpd	Structure	GLS inh	Pin1 inhibitor	G9a block	PGK inhibitor	ERG Ets-DNA blk	JMJD2A Tudor	PI4K2A inh	BAZ2B inh	HP1b binding inh
17	COc1cc(/C=C/C(=O)OCC(=O)c2ccc(OC(F)F)cc2)ccc1O	11.2µM*	65.8%[activator]	nt	-5.0%	-5.7%	-29.5%	-3.8	nt	4.3%
18	C[C@H]1COC(=O)CC/C=C\C[C@H](CC(=O)N(CCO)Cc2ccccc2)C(=O)N1	3.3%	2.3%	nt	-9.4%	2.2%	-17.9%	-1.0	nt	34.2%
19	CC1=N/C(=C\c2ccc3c(c2)OCO3)C(=O)N1c1ccc(C(=O)O)cc1	-0.2%	?	5.9%[59 µM]	-3.4%	0.3%	-19.9%	-4.0	4.6%	25.2%
20	COc1ccc(CNC(=O)c2cnc(N3CCCC3)nc2C)cc1	-4.2%	4.9%	34.4%[59 µM]	nt	1.0%	-0.3%	-0.2	-4.4%	23.3%
21	CCOc1cc(C(=O)Nc2cccc(-c3nc4ccccc4o3)c2)cc(OCC)c1OCC	-0.2%	-4.7%	11.2%[59 µM]	-1.6%	-3.7%	9.0%	0.4	1.4%	43.9%[activator]
22	Cc1ccc(-c2nc3ccccc3n2C)o1	15.1%	8.0%	12.6µM*	?	-1.4%	-19.7%	?	-26.1%	14.9%
23	O=C(O)C1(Nc2ccc(Cl)cc2)CCCC1	2.9%	-3.5%	nt	-0.3%	0.4%	-6.2%	1.0	nt	14.0%[57 µM]
24	CC(C)NC(=O)Cn1ccc2cc(S(=O)(=O)N3CCCCCC3)ccc21	-1.8%	1.4%	-22.8%[59 µM]	-6.5%	-5.1%	-8.3%	-3.1	-15.6%	20.1%
25	COc1ccc(Cn2cnc3c4cc(F)ccc4n(C)c3c2=O)cc1	3.4%	-2.4%	5.6%	2.9%	-10.6%	-10.8%	3.9	-0.9%	19.4%
26	CC1CCCCN1C(=O)Nc1ccccc1Cl (stereo unspecified)	1.2%	1.8%	nt	-9.2%	-6.7%	-1.4%	-1.0	-2.8%	54.8%[activator]
27	C=C(C)COc1ccc(-c2ncncc2-c2ccc(Br)cc2)c(O)c1	1.2%	15.2%	29.0%	-6.1%	5.3%	-18.3%	4.7	-16.5%	30.5%
28	c1ccc(-c2nnc(C3CC(c4ccncc4)=NO3)o2)cc1 (stereo unspecified)	-6.8%	-1.5%	nt	0.0%	-10.2%	0.7%	3.2	nt	30.8%
29	COc1ccc(CNC(=O)Cn2nnc(-c3ccccc3F)n2)cc1	1.4%	13.5%	?	1.2%	1.4%	-11.6%	3.0	-23.3%	9.2%
30	CCOc1ccc(NC(=O)CSc2nnc(CNC(=O)C34CC5CC(CC(C5)C3)C4)n2CC)cc1	0.5%	-1.0%	8.8%[59 µM]	8.0%	-9.5%	-16.8%	-12.7	7.7%	32.4%[activator]
31	O=C(NCc1cccs1)C1CCN(c2nccs2)CC1	-3.1%	-10.5%	13.1%[59 µM]	i	-8.0%	-9.6%	-1.8	12.6%	-21.9%
32	S=c1[nH]nc(-c2ccccc2)n1/N=C/c1cccs1	14.3%	-4.7%	0.562µM*	2.4%[11.5 µM]	nt	17.8µM*	-1.3	-38.4%	-10.5%
33	CCOC(=O)/C(N)=C/c1ncc(C(F)(F)F)cc1Cl	-1.9%	13.2%	-45.2%[59 µM]	i	-1.8%	3.7%	-5.1	9.0%	67.5%[activator]
34	Cc1cc(C)cc(NC(=O)N2CCC(NC(=O)c3ccc(F)cc3)CC2)c1	3.1%	-1.6%	?	2.0%	-3.5%	-5.7%	1.4	13.7%	33.0%
35	CCOC(=O)C(NC(=O)CC)(Nc1ccc(S(N)(=O)=O)cc1)C(F)(F)F (stereo unspecified)	8.8%	-9.8%	nt	-5.4%	7.8%	-5.1%	-3.2	14.7%	12.9%
36	COc1cc(NC(=O)CN2C(=O)c3ccccc3S2(=O)=O)c(OC)cc1Cl	14.4%	2.6%	nt	i	-5.1%	-5.7%	-8.1	0.6%	28.1%
37	Cc1cc(C(=O)O)cc(S(=O)(=O)Nc2ccccc2C(=O)NC(C)c2ccccc2)c1C (stereo unspecified)	-4.1%	1.2%	-7.7%	-10.2%	-9.0%	3.1%	-2.2	-16.4%	31.8%
38	COc1ccc(NCC(=O)N2CCCC2)cc1Cl	0.0%	-3.6%	-31.0%	-3.5%	-21.4%	-11.0%	-1.0	-9.8%	27.9%
39	Cc1cs/c(=N\N=C\c2cccc([N+](=O)[O-])c2)n1Cc1ccco1	9.2%	0.1%	-3.8%[59 µM]	4.5%	-5.8%	-11.3%	-5.1	6.2%	10.7%
40	CCOC(=O)c1[nH]c(C)c(C(=O)NCc2cccc(OC)c2)c1C	-7.3%	12.2%	-38.3%[59 µM]	-4.6%	3.7%	-25.2%	-2.3	-4.3%	15.4%
